High-throughput results from PubChem.
V1R ag counter = activates human V1a receptor in oxytocin agonist counter-screen. activation, % at 3 µM. 320,000 compounds, 0.25% hits. AID 2797. P37288. CHO-V1R cells, Fluo-8 calcium fluorescence, agonist mode; 0% DMSO, 100% 3 nM vasopressin;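 active means activation above the mean activation of all tested compounds plus 3 SD, per screening run, cut at about 20% in these data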;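 further: signal is peak over basal fluorescence ratio across a 100 second FLIPR read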
PHOSPHO1 block = PHOSPHO1 (human) inhibition; Q8TCT1; recombinant PHOSPHO1, absorbance phosphatase assay; inhibition, % at 13.3 µM; 290,000 compounds, 1.1% hits; in the data active means inhibition above about 60%
GPR7 antag = blocks human GPR7 receptor signaling; GPR7-expressing cells, fluorescence antagonist assay; inhibition, % at 4.4 µM; 290,000 compounds, 1.1% hits; AID 1861; in the data active means inhibition above about 16%, passing the limit was not always enough;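 further: cells stimulated with the agonist NPW; 0% = agonist with vehicle and 100% = vehicle without agonist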
MEKK3 PB1 HTS = modulators (inhibitors or enhancers) of MEK5 binding to human MEKK3 PB1 domain. Q99759. bead-based flow cytometry, Alexa488-MEK5 binding to MEKK3; actives lie on both sides; 0 = blocked by unlabeled MEK5, 100 = vehicle. binding response (% of control), % at 10 µM. 290,000 compounds, 1.4% hits;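 active means binding response more than 3 SD above or below the average of its plate-row segment, actives on both sides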;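 further: Alexa488 bead fluorescence after subtracting the streptavidin-only scavenger bead signal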
Target sequence (Q99759 whole entry, looked up, the tested form may be a part): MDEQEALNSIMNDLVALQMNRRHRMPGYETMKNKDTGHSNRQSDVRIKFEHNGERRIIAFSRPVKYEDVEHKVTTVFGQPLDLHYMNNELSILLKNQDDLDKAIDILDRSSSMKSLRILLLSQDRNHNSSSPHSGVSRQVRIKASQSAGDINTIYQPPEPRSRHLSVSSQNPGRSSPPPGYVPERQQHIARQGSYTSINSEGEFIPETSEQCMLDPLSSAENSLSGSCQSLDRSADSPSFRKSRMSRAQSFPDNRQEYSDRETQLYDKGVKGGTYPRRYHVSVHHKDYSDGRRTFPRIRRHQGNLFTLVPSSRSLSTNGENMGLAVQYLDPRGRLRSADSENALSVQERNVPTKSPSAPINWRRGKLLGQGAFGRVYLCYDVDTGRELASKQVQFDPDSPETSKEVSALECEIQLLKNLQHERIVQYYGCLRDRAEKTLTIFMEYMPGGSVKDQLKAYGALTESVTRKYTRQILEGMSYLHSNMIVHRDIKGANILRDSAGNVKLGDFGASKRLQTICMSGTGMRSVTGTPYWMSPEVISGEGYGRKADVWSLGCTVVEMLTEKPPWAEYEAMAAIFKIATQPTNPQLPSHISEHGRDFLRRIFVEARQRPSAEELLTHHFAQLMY
OXTR agonist = human OXTR agonism; P30559; CHO-OTR cells, Fluo-8 calcium fluorescence; normalized: DMSO 0%, oxytocin 100%; activation, % at 3 µM; 320,000 compounds, 0.32% hits; AID 2435;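 active means activation above the mean of all tested compounds plus 3 SD, cutoff set per screening run, cut at about 20% in these data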;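 further: peak over basal fluorescence ratio from a 100 s FLIPR kinetic read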
GalR3 antagonist = blocks the human galanin receptor 3; O60755; HEK293 GalR3-CNG cAMP membrane potential fluorescence; galR3 body fused to GalR1 C-terminus; inhibition, % at 3 µM; 360,000 compounds, 0.44% hits; AID 651719;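 active means inhibition above the screen-wide average plus 3 SD, cut at about 13% in these data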;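 further: forskolin and galanin both at EC90 stimulate the cells; cAMP rise reported by CNG channel membrane potential dye signal; 0% = forskolin plus galanin with DMSO and 100% = forskolin alone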
Target sequence (O60755 1-299 limits assumed): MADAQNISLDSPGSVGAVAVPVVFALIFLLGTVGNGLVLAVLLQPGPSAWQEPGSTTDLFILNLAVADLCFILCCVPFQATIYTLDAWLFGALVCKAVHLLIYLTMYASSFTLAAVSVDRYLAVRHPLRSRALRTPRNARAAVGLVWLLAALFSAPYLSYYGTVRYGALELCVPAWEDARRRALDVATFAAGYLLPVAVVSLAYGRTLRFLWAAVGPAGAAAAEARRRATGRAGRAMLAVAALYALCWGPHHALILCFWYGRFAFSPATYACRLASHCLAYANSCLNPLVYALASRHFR
MEKK2 WT-MEK5 = raises or lowers MEK5 binding to wildtype human MEKK2 PB1 domain | bead flow cytometry, Alexa488-MEK5 binding to MEKK2 WT; actives lie on both sides | AID 1531 | Q9Y2U5 | 290,000 compounds, 1.1% hits | binding response (% of control), % at 10 µM; in the data active means binding response below about 67% or above about 130%
MEKK2 mut-MEK5 = signal of MEK5 binding to mutant human MEKK2 PB1 domain; bead flow cytometry, Alexa488-MEK5 binding to MEKK2 mutant; percent response, % at 10 µM; 290,000 compounds, 0.35% hits; in the data active means percent response above about 24%, passing the limit was not always enough; further: inactives centre near 1; some results filed as inactive read as strong as hits; reference of the scale not given here
NALP1 inh = inhibitors of NALP1 inflammasome in yeast; S. cerevisiae NALP1/ASC/caspase-1 growth, X-gal OD620, 72 h; inhibition, % at 10 µM; 280,000 compounds, 0.61% hits; AID 2071; in the data active means inhibition mostly above about 24%, no sharp cut-off; inactive means mostly below about 32%; further: some compounds called inactive have numbers as strong as hits
An asterisk follows results filed as active; nt = not tested or not shown. This is a random part of the collection; about 5.4% have a hit in one of these screens.

SMILES	V1R ag counter	PHOSPHO1 block	GPR7 antag	MEKK3 PB1 HTS	OXTR agonist	GalR3 antagonist	MEKK2 WT-MEK5	MEKK2 mut-MEK5	NALP1 inh
COC(=O)c1sc(-c2ccc(C(C)(C)C)cc2)cc1NC(=O)CCC(=O)O	20	42	-7	97	16	-4	89	-3	nt
COc1ccc2[nH]c(C)c(CCN3C(=O)C4C5C=CC(C5)C4C3=O)c2c1 (configuration not stated)	-0.6	-7	8	nt	-0.5	3	nt	nt	-1
CCCCCCCCC(=O)O	0.6	nt	nt	103	3.2	nt	110	5	nt
COc1ccc(C(c2nnnn2Cc2cccs2)N2CCC(C(N)=O)CC2)c(OC)c1 (configuration not stated)	0.5	24	-11	105	-0.2	1	111	2	-1
C/C(=N\NC(=O)c1cc(-c2cccc(OC(C)C)c2)nc2ccccc12)c1cccnc1	nt	31	-31	104	nt	-1	106	1	-12
COc1ccc(-n2nc(C(=O)NCC(=O)N3CCCCCC3)c3ccccc3c2=O)cc1OC	0.4	20	-16	104	-0.9	-8	99	5	-2
COc1ccc2c(c1OC)C(=O)N1C2SC(C)(C)[C@H]1C(=O)NC1CCCC1 (some centres not stated)	0.4	23	-6	102	-0.4	0	105	4	-2
COc1ccc(OC)c(/C=N/NC(=S)NCCc2ccccc2)c1	nt	16	-20	103	nt	-10	97	-2	4
CCOC(=O)CNc1c(-c2ccc(OC)cc2)nc2ccc(Cl)cn12	-2.2	1	-2	106	-2.9	-9	91	5	-1
O=C(NCCN1CCCC1)C1CCN(S(=O)(=O)N2CCC3(CC2)OCCO3)CC1	-0.3	-3	9	102	0.2	-1	103	-1	13
O=C(Nc1ccc(F)cc1)C1CC(=O)n2cnnc2N1 (configuration not stated)	0.2	28	-7	104	0.7	-4	99	5	7
CC(C)c1onc(C(=O)NCc2ccc(Cl)cc2)c1[N+](=O)[O-]	-0.1	14	7	108	-2.3	-1	116	16	45

Just GalR3 antagonist, for some of the entries so far:
| Structure | GalR3 antagonist |
| --- | --- |
| C/C(=N\NC(=O)c1cc(-c2cccc(OC(C)C)c2)nc2ccccc12)c1cccnc1 | -1 |
| COc1ccc(-n2nc(C(=O)NCC(=O)N3CCCCCC3)c3ccccc3c2=O)cc1OC | -8 |
| COc1ccc2c(c1OC)C(=O)N1C2SC(C)(C)[C@H]1C(=O)NC1CCCC1 (some centres not stated) | 0 |
| COc1ccc(OC)c(/C=N/NC(=S)NCCc2ccccc2)c1 | -10 |

Other structures
SMILES	V1R ag counter	PHOSPHO1 block	GPR7 antag	MEKK3 PB1 HTS	OXTR agonist	GalR3 antagonist	MEKK2 WT-MEK5	MEKK2 mut-MEK5	NALP1 inh
Cn1c(C(=O)N2CCCC2)cc2c(=O)n(C)c3ccccc3c21	nt	-13	-9	86	nt	-2	91	-3	13
COc1ccc(CC(=O)OCC(=O)NC(=O)NC2CCCCC2)cc1	2.1	-36	-9	103	1.1	2	102	4	8
CCOC(=O)c1ccc(NS(=O)(=O)c2cc(-c3nnnn3C(C)C)ccc2OC)cc1	3.8	-2	17	114	2.0	3	126	21	3
COc1cccc(-n2c(-c3ccccc3)c[nH]c2=S)c1	0.7	-45	-19	102	0.5	-4	100	-1	-2
CC(C)C(=O)Nc1ccc(C(=O)NN2C(=O)c3ccccc3C2=O)cc1	-0.4	-24	3	108	-0.8	-2	108	-1	28
CCOC(=O)Nc1nnc(-c2ccccc2OC)s1	1.2	-1	11	92	-0.4	-2	96	-3	-6
COC(=O)Cn1c(=O)c2c(nc3n2CCCN3Cc2ccccc2)n(C)c1=O	-0.3	-4	1	101	0.1	-6	102	3	15
CCn1ncc(C2=NOC(C(=O)NCc3ccc(OC)cc3)C2)c1C (configuration not stated)	1.1	14	0	99	1.1	-4	101	2	6
COc1ccc(OCC(O)CNC(=O)c2cccs2)cc1 (configuration not stated)	0.7	1	-2	97	0.9	-1	101	5	11
COc1cc([N+](=O)[O-])ccc1NC(=O)CN1CCCC1	0.2	48	-22	104	-0.6	-3	107	8	18
Cc1cc(C)cc(Oc2cc(NC(=O)c3cn(C)nc3C)cc([N+](=O)[O-])c2)c1	2.1	-21	-8	105	0.2	-6	111	7	-20
O=C(Nc1cccnc1)c1c(O)c2cccc3c2n(c1=O)CC3	0.7	-37	-9	100	0.4	0	97	2	13
O=C1c2ccccc2C(=O)N1CCCCN(C(=O)c1cccc([N+](=O)[O-])c1)c1ccc(Cl)cc1	0.4	12	-1	105	-1.2	-1	96	0	3
S=C(NC1CCCCC1)N(CCc1nc2ccccc2[nH]1)C1CCCC1	0.2	-15	0	106	-2.5	-4	101	2	-28
Cc1ccc(S(=O)(=O)NCC(=O)NCc2ccncc2)cc1	-0.1	4	-5	102	0.1	3	100	6	13
Cc1ccc(S(=O)(=O)N2CCCC2CO)cc1 (configuration not stated)	-0.2	-12	-14	104	-0.9	-1	103	4	-1
O=C(Cn1cc2c(n1)CCCCC2)Nc1c(F)cc(F)cc1Br	-1.0	56	-4	98	0.6	0	95	-5	nt
COc1ccccc1OCC(=O)Nc1cc(S(=O)(=O)N2CCCCC2)ccc1N1CCCCC1	0.1	-24	5	99	-0.9	-5	99	-2	40
COc1ccc(C2/C=C\CN(C(=O)c3ccccc3)[C@H](Cc3ccccc3)C(=O)N2Cc2ccc(F)cc2)cc1 (some centres not stated)	1.1	13	nt	123	-0.3	-3	135	1	-15
CCOC(=O)N1CCN(CC(=O)N2c3ccccc3Sc3ccccc32)CC1	9.8	20	3	98	8.8	-9	92	5	11
Cc1ccc(N(Cc2cc3ccccc3[nH]c2=O)C(=O)c2cccs2)cc1C	-1.3	-10	-17	89	-1.0	-5	88	-15	0
COc1ccc(C(=O)NCC(=O)OCCCOC(=O)CNC(=O)c2ccc(OC)c(OC)c2)cc1OC	-0.2	36	-14	105	-0.9	1	110	3	6
N#CC1=C(N)Nc2nc3ccccc3n2C1c1ccc(Cl)cc1 (configuration not stated)	4.9	2	-1	98	4.5	-5	97	-2	41
O=C(NCCCn1ccnc1)C(=O)NC1CCCCC1	-0.9	46	-1	97	-0.6	6	92	-6	-6
CCCn1c(CCNc2nc(-c3ccc(OC)cc3)cs2)nc2ccccc21	-0.6	-7	-10	107	-0.3	-2	105	2	-2
COc1ccc(OC)c(C2C=C(C34CC5CC(CC(C5)C3)C4)NC(=S)N2)c1 (configuration not stated)	-0.8	-1	-5	94	-1.3	-7	89	-2	29
CCCCN(CC)CCNS(=O)(=O)c1ccc2c(c1)oc(=O)n2C	0.8	13	-11	101	1.0	-2	102	-1	-4
Cn1c(=O)c2c(nc(SCc3nn[nH]n3)n2Cc2ccccc2F)n(C)c1=O	nt	-10	-7	103	nt	-2	106	1	8
COc1ccc(CN(C2CCCC2)S(=O)(=O)c2ccc(-n3cnnn3)cc2)cc1	1.0	2	6	107	0.0	-2	106	6	6
O=C(CCN1C(=O)C2C3C=CC(C3)C2C1=O)Nc1ccccc1F (configuration not stated)	0.0	18	-14	96	-0.5	-1	95	-9	22
COc1ccc(N(C(C)C(=O)N2CCC(Cc3ccccc3)CC2)S(C)(=O)=O)cc1 (configuration not stated)	5.0	50	-11	101	3.8	-6	103	2	3
COc1cc(/C=N\NC(=O)CN2CCOCC2)ccc1OCC(=O)Nc1ccc(C)c(C)c1	1.0	7	3	nt	1.2	-1	nt	nt	-17
COC(=O)CCC(=O)c1oc2ccc(Br)cc2c1N	-0.8	-6	-8	101	-1.4	-2	100	-3	5
Cn1c(=O)n(Cc2ccccc2)c2ccccc21	-0.3	10	4	98	-1.1	10	101	-1	16
COc1cc(/C=C/C(=O)Nc2ccc(C(C)=O)cc2)cc(OC)c1OC	-0.7	-9	2	88	-1.1	0	92	-1	1
CC(C)c1cc(C(=O)Nc2cccnc2)no1	0.3	-27	-13	105	0.2	nt	108	4	4
COc1ccc(C(=O)NC(=S)Nc2cccc3ncccc23)cc1[N+](=O)[O-]	7.8	17	-16	100	-0.3	-1	104	3	6
Cc1ccc(N(C(=O)c2ccccn2)C(C(=O)NC2CCCCC2)c2ccncc2)cc1 (configuration not stated)	-0.3	35	-16	104	0.5	-5	105	1	16
COc1ccc(NC(=O)CSc2n[nH]c(=O)n2Cc2ccccc2)cc1Cl	4.2	28	-1	101	5.1	-8	98	-4	8
CCOC(=O)c1c(NC(=S)Nc2cc([N+](=O)[O-])ccc2OC)sc2c1CCCCC2	-1.3	-9	-10	102	-1.5	nt	96	9	5
CCOc1ccc(/C=N/NC(=O)C(=O)N2CCCCCC2)c2ccccc12	nt	nt	-9	98	nt	-3	93	-4	24
FC(F)(F)c1ccccc1-c1nc(-c2ccncc2)no1	2.4	14	-18	103	0.4	-14	105	1	10
O=C(c1ccc2snnc2c1)N1CCOCC1	0.6	-25	-9	95	0.6	0	101	-1	5
COCCN1C(=O)C(O)=C(C(=O)c2ccco2)C1c1cccc(Oc2ccccc2)c1 (configuration not stated)	0.1	23	0	98	0.8	0	97	1	1
COc1ccc(-c2nn(-c3ccccc3)cc2C(=O)OCC(=O)c2ccc(C)c([N+](=O)[O-])c2)cc1	6.8	-9	-4	102	7.8	-5	104	4	6
CC1CC(C)CN(S(=O)(=O)c2ccc(C(=O)OCC(=O)NCCN3C(=O)CSC3=O)cc2)C1 (configuration not stated)	0.4	-10	0	99	-0.5	-5	94	-1	-2
Cc1onc(-c2ccccc2Cl)c1C(=O)NC(=S)NCC(=O)c1ccccc1	0.8	63*	-13	95	0.2	-4	96	-6	-2
O=C(O)C1CC=CCC1C(=O)Nc1ccc(Oc2ccc(Cl)cc2)cc1 (configuration not stated)	0.5	-3	12	93	-1.1	-5	91	-4	30
CCCc1cc(=O)oc2cc(OC(C)C(=O)NC3CC(C)(C)NC(C)(C)C3)ccc12 (configuration not stated)	-0.6	27	-6	102	0.6	0	104	2	14
O=C(CN1CCCC1)Nc1cc(F)ccc1F	-1.0	20	-5	99	0.6	-5	103	4	-1
COc1cccc(CNC(=O)CCN2C(=O)[C@@H]3Cc4ccccc4CN3C2=O)c1	0.5	27	-4	102	0.8	-7	98	1	16
COC(=O)[C@H](CC(C)C)NC(=O)NCCC1=CCCCC1	0.1	3	-11	94	-2.0	1	94	-16	16
O=c1c2ccccc2nc(-c2ccc(Cl)cc2)n1C1CCS(=O)(=O)C1 (configuration not stated)	-1.5	nt	5	97	0.5	-5	95	-6	nt
Cc1nc2ccc(NC(=O)COc3ccccc3[N+](=O)[O-])cc2s1	0.1	16	1	98	0.3	0	94	-3	6
CC(OC(=O)Cc1ccc(Br)cc1)C(=O)NC1CCCCC1C (configuration not stated)	-0.3	14	14	97	-1.5	-1	102	2	5
O=C(NCc1ccco1)c1cccc(C(F)(F)F)c1	-0.5	39	-3	nt	0.0	-1	nt	nt	12
Cc1ccc(C)c(N(CC(=O)Nc2ccc(-c3nc4ccc(C)cc4s3)cc2)S(C)(=O)=O)c1	0.8	-22	-8	113	0.6	-1	117	6	5
Cc1nn2c(N)c(-c3ccccc3)cnc2c1-c1ccc(Cl)cc1	0.7	33	-3	105	0.2	-10	103	4	13
CCN1CCN(S(=O)(=O)c2ccc3[nH]c(=O)oc3c2)CC1	0.9	5	-11	103	0.3	1	101	7	17

Single values from above.
Under PHOSPHO1 block, CC(OC(=O)Cc1ccc(Br)cc1)C(=O)NC1CCCCC1C (configuration not stated) has the entry 14
Under GPR7 antag, O=C(CN1CCCC1)Nc1cc(F)ccc1F has the entry -5
Under MEKK2 mut-MEK5, Cc1ccc(C)c(N(CC(=O)Nc2ccc(-c3nc4ccc(C)cc4s3)cc2)S(C)(=O)=O)c1 has the entry 6
